ALDH1A1 block = qHTS Assay for Inhibitors of Aldehyde Dehydrogenase 1 (ALDH1A1). Potency, µM (titrated, usually from 75.3 µM), inactives show top-dose activity, negative = inhibition, most hits filed as inhibitors. AID 1030, 2008. Purified ALDH1A1, NADH fluorescence, propionaldehyde substrate. 220,000 compounds, 7.3% hits; active means well fitted inhibition curve with a large enough effect, not every such curve was filed as active; inconclusive means small, poorly fitted or top-dose-only effect, or another doubt; inactive means no such curve, though single readings can be large or run the other way;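 further: plate controls were no enzyme wells and a reference inhibitor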
SMN2 splice up = qHTS Assay for Enhancers of SMN2 Splice Variant Expression; Potency, µM (top dose mostly 46.1 µM), inactives show at the highest dose activity change, positive = activation, actives largely listed as activators; 210,000 compounds, 2.8% hits; AID 1458, 2008; HEK293 SMN2-luciferase splicing reporter, luminescence, 30-36 h; further: % of control where 0% means no effect; nearly all actives have a fitted effect of over 55% in size
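HEK293 cells carry an SMN2 minigene-luciferase reporter in which exon 7 inclusion puts luciferase in frame. Cells were seeded at 2000 cells/well, attached for 10-12 hours, then exposed to compounds for 30-36 hours at 37C before ONE-Glo luminescence.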
JMJD2E inh = qHTS Assay for Inhibitors of Human Jumonji Domain Containing 2E (JMJD2E); JMJD2E catalytic domain, FDH-coupled NADH fluorescence (FDH is formaldehyde dehydrogenase); Potency, µM (highest dose often 57.1 µM), for the others: at the top dose activity change, negative = inhibition, hits mostly inhibitors; 230,000 compounds, 1.6% hits; active means well fitted inhibition curve with a large enough effect, not every such curve was filed as active; inconclusive means small, poorly fitted or top-dose-only effect, or another doubt; inactive means no such curve, though single readings can be large or run the other way;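 further: 0% = wells with enzyme and -100% = buffer wells without enzyme; nearly all actives have a fitted effect of over 50% in size; many of its hits are not listed in these tables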
RGS12 GoLoco inh = qHTS Assay for Inhibitors of RGS12 GoLoco Motif Activity (Red Fluorophore); 230,000 compounds, 0.44% hits; Gai1:RGS12 GoLoco peptide FP, rhodamine, 10 min; Guanine nucleotide-binding protein G(i) subunit alpha-1 (Homo sapiens), P63096; Potency, µM (titrated, usually from 61.6 µM), for the others: top-dose activity, negative = inhibition, usual class: inhibitors; active means well fitted inhibition curve with a large enough effect, not every such curve was filed as active; inactive means no such curve, though single readings can be large or run the other way; further: on the % scale 0 is the no-effect control and ±100 the full control effect; nearly all actives have a fitted effect of over 30% in size; many of its hits are not listed in these tables
Target sequence (P63096 whole entry, looked up): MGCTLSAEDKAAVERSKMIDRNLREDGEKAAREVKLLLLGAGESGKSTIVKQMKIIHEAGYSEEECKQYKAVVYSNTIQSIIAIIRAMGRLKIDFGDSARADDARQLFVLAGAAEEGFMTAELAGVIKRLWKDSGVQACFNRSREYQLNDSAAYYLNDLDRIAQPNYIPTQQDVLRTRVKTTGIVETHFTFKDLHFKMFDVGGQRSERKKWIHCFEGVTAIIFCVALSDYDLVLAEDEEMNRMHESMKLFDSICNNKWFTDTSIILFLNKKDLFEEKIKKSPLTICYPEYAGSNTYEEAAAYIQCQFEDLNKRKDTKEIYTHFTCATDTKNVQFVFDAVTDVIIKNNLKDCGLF
GLA spleen mod = qHTS Assay for Inhibitors and Activators of Human alpha-Galactosidase From Spleen Homogenate | Potency, µM (series often up to 80 µM), for inactives: top-dose activity change, negative = inhibition, most hits filed as inhibitors | AID 2107, 2009 | Alpha-galactosidase A (Homo sapiens), P06280 | 240,000 compounds, 0.008% hits | human spleen homogenate, 4MU-alpha-Gal fluorescence, 40 min;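 further: 0% = enzyme with vehicle and -100% = no enzyme basal signal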
Target sequence (P06280 32-429 limits assumed): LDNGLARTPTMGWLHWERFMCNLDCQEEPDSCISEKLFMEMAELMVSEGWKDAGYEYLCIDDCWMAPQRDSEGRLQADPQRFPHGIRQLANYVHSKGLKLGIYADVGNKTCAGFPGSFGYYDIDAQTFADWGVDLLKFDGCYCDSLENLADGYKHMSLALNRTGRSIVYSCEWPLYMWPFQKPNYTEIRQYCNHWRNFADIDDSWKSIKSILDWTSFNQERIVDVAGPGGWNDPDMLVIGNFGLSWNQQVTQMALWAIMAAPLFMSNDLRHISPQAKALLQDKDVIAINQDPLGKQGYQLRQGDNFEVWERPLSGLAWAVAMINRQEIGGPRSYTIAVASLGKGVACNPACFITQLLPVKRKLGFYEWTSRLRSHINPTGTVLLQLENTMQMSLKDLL
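Human spleen homogenate (1 ug) was the enzyme source, with 4-methylumbelliferyl-alpha-D-galactopyranoside (1 mM final) in pH 5.0 citrate buffer with 0.01% Tween-20. Compounds were titrated; after 40 min at 37C, NaOH/glycine stop, 4-MU fluorescence read; AC50 from Hill fits.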
aGlu spleen mod = qHTS Assay for Inhibitors and Activators of Human alpha-Glucosidase From Spleen Homogenate. human spleen homogenate, 4-MU-alpha-glucoside fluorescence. AID 2112, 2009. 240,000 compounds, 0.006% hits. Lysosomal alpha-glucosidase (Homo sapiens), P10253. Potency, µM (doses to about 79.9 µM), for inactives: at the top dose activity change, negative = inhibition, usual class: inhibitors;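 further: 0% = enzyme with vehicle and -100% = no enzyme basal signal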
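AC50 values come from Hill-equation fits of concentration-response data, normalized to no-enzyme and full-activity controls. Enzyme source: 1 ug human spleen homogenate; 1 mM fluorogenic 4-MU glucoside, pH 5.0 citrate buffer, 37 C, 40 min.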
GAA inh = qHTS Assay for Inhibitors of Human alpha-Glucosidase as a Potential Chaperone Treatment of Pompe Disease. Lysosomal alpha-glucosidase (Homo sapiens), P10253. purified human GAA, 4-MU-alpha-glucoside fluorescence. Potency, µM (highest dose often 76.9 µM), for inactives: at the top dose activity change, negative = inhibition, usual class: inhibitors. 200,000 compounds, 0.005% hits. AID 1466, 2008;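 further: plate controls were uninhibited enzyme wells for no effect and no-enzyme background for full effect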
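AC50 values come from Hill fits of compound titrations (up to 77 uM) against 4 nM human enzyme. Substrate 4-methylumbelliferyl-alpha-D-pyranoside at 400 uM, pH 5.0 citrate buffer, 20 min room temperature; fluorescence Ex 365/Em 440 after alkaline stop.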
GAA glycogen = qHTS Assay for Inhibitors and Activators of Human alpha-Glucosidase Cleavage of Glycogen; Lysosomal alpha-glucosidase (Homo sapiens), P10253; recombinant GAA, glycogen substrate, Amplex Red glucose oxidase fluorescence; Potency, µM (highest dose often 76.4 µM), for the others: at the top dose activity change, negative = inhibition, hits mostly inhibitors; 300,000 compounds, 0.38% hits; AID 2100, 2009;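 further: 0% = full enzyme reaction and -100% = no-enzyme basal signal; the screen sought inhibitors and activators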
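Recombinant human enzyme (4 nM); glycogen substrate; 37 C, 40 min, pH 5.0. Readout: coupled glucose oxidase/Amplex Red fluorescence.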
An asterisk follows results filed as active; ? = inconclusive; . = no result given; & = joins results of further samples; [ ] = remark or other dose. Unless noted, the call rests on the fitted dose curve; in most records, active means well fitted curve in the direction sought with a large enough effect; inconclusive means small, poorly fitted or top-dose-only effect, or another doubt; inactive means no such curve, though single readings can be large; an effect the other way counts as inactive or inconclusive. Potency means the concentration at half of the fitted maximal effect. This is a subset; the hit share may differ from the screen's.

Order of results – SMN2 splice up	ALDH1A1 block	RGS12 GoLoco inh	GLA spleen mod	GAA inh	JMJD2E inh	GAA glycogen	aGlu spleen mod
1	COC(=O)Cc1[nH]n(-c2nc3ccccc3s2)c(=O)c1C(C)=O
 : -19%	?	19%	-20%	2%	?	10%	-19%
2	CCC(=O)c1ccc(OCC(O)CN(CCc2ccccc2)Cc2ccccc2)cc1 (configuration not stated)
 : .	?	-1%	-3%	-13%	3%	-7%	-9%
3	CCC(CC)NC(=O)/C=C/c1ccccc1Cl
 : ?	-6%	4%	0%	0%	5%	9%	3%
4	CCN(CC)c1ccc(/C=C(\C#N)c2ccccn2)cc1
 : 1.4µM*	?	17%	-5%	-9%	11%	4%	-10%
5	O=c1[nH]c(CSc2nc3ccccc3s2)nc2cc(Cl)ccc12
 : .	.	23%	-13%	.	-14%	-9%	4%
6	COc1ccc(-c2nc3cc(C)ccn3c2NCc2ccc3c(c2)OCO3)cc1
 : .	?	56%[activator]	0%	?	-17%	?	-4%
7	CCOc1cc(/C=N/n2cnnc2)ccc1OC(=O)c1cccc([N+](=O)[O-])c1
 : -21%	6%	9%	-2%	-1%	-1%	3%	-9%
8	O=C(N/N=C\c1ccccc1OCc1ccccc1)c1ccco1
 : 9%	-13%	14%	9%	-2%	6%	-9%	-4%
9	CN(C(=O)CSc1nnc(-c2cccc(F)c2)n1N)C1CCS(=O)(=O)C1 (configuration not stated)
 : .	14%	-3%	9%	4%	-4%	10%	-1%
10	COc1ccc(C(C(=O)NC2CCCC2)N(CC2CCCO2)C(=O)Cc2cccs2)cc1OC (configuration not stated)
 : .	12%	1%	2%	12%	-2%	6%	-1%
11	CC(C)CSc1nc2c(c(=O)[nH]c(=O)n2C)n1CCc1ccccc1
 : -26%	-13%	1%	-6%	-12%	8%	-5%	10%
12	N#Cc1ccc(CN2CC3(CCN(C(=O)c4cccc(F)c4)CC3)C2)cc1
 : -26%	?	9%	?	.	.	.	4%
13	CC/C(=C/c1sc2ccc(C)cc2[n+]1CCCS(=O)(=O)[O-])SC
 : -7%	11%	-30%	-7%	-18%	-3%	-6%	-4%
14	CCN(CC)CCCNc1nc(CN2CCOCC2)nc2sc3c(c12)CCC3
 : 18%	1%	-1%	3%	-5%	-3%	5%	3%
15	C(=NC12CN3CN(CN(C3)C1)C2)c1ccc2c(c1)OCO2
 : 7%	?	1%	3%	7%	-7%	0%	0%
16	O=C(O)c1cccc(-n2cccc2/C=N/O)c1
 : -11%	-1%	-10%	10%	1%	0%	0%	2%
17	CN(C)S(=O)(=O)c1ccc(C(=O)Nc2ccc(S(=O)(=O)NC3=NCCCCC3)cc2)cc1
 : -26%	?	-5%	17%	5%	-6%	-10%	-1%
18	Cc1ccc(Cl)cc1N1CCN(C(=O)c2cccc3c(=O)c(C)c(-c4ccccc4)oc23)CC1
 : -103%[inhibitor]	?	-22%	4%	3%	-8%	1%	-1%
19	CCOc1ccc(OCC)c(S(=O)(=O)NCc2ccc3c(c2)OCO3)c1
 : 27%	?	-5%	6%	-6%	3%	-17%	-12%
20	COc1cccc(OCC(O)CN2CCN(c3ccccc3)CC2)c1 (configuration not stated)
 : .	.	10%	-4%	.	14%	0%&-7%	-7%
21	NC(=O)c1ccsc1NC(=O)c1coc2ccccc2c1=O
 : 11µM*	-4%	14%	-2%	1%	11%	-4%	10%
22	CCOc1cc(C2C(C#N)=C(N)SC(N)=C2C#N)ccc1OCCN1CCOCC1
 : 2%	7.9µM*	99%[activator]	-7%	-1%	-26%	-2%	-10%
23	COc1cc(CNCc2cccnc2)ccc1OCC(=O)NC(C)(C)C
 : .	-6%	13%	6%	?	-17%	11%	4%
24	COc1ccccc1NS(=O)(=O)c1ccc(NN=C2CCCCC2)c([N+](=O)[O-])c1
 : -39%[inhibitor]	-5%	7%	-1%	-8%	-14%	4%	-5%
25	CCn1cc(CNC(=O)c2ccc(C)s2)cn1
 : 13%	5%	11%	3%	12%	-6%	-3%	-2%
26	N#C/C(=C\c1ccc(-c2cccc([N+](=O)[O-])c2)o1)c1nnc(N2CCOCC2)n1-c1ccccc1
 : -37%[inhibitor]	7.9µM*	8%	3%	7%	-3%	16%	6%
27	Cc1cc2cc(CNC(=O)Cc3ccc([N+](=O)[O-])cc3)ccc2[nH]1
 : -5%	?	-1%	3%	-4%	12%	-24%	5%

Some of the entries above, reformatted.
23: COc1cc(CNCc2cccnc2)ccc1OCC(=O)NC(C)(C)C
21: NC(=O)c1ccsc1NC(=O)c1coc2ccccc2c1=O
26: N#C/C(=C\c1ccc(-c2cccc([N+](=O)[O-])c2)o1)c1nnc(N2CCOCC2)n1-c1ccccc1
24: COc1ccccc1NS(=O)(=O)c1ccc(NN=C2CCCCC2)c([N+](=O)[O-])c1
27: Cc1cc2cc(CNC(=O)Cc3ccc([N+](=O)[O-])cc3)ccc2[nH]1
entry no.,23,21,26,24,27
SMN2 splice up,.,11µM*,-37%[inhibitor],-39%[inhibitor],-5%
ALDH1A1 block,-6%,-4%,7.9µM*,-5%,?
RGS12 GoLoco inh,13%,14%,8%,7%,-1%
GLA spleen mod,6%,-2%,3%,-1%,3%
GAA inh,?,1%,7%,-8%,-4%
JMJD2E inh,-17%,11%,-3%,-14%,12%
GAA glycogen,11%,-4%,16%,4%,-24%
aGlu spleen mod,4%,10%,6%,-5%,5%

Grouped by structure: the compounds so far with a Cl atom (3)
Order of results – SMN2 splice up	ALDH1A1 block	RGS12 GoLoco inh	GLA spleen mod	GAA inh	JMJD2E inh	GAA glycogen	aGlu spleen mod
3	CCC(CC)NC(=O)/C=C/c1ccccc1Cl
 : ?	-6%	4%	0%	0%	5%	9%	3%
5	O=c1[nH]c(CSc2nc3ccccc3s2)nc2cc(Cl)ccc12
 : .	.	23%	-13%	.	-14%	-9%	4%
18	Cc1ccc(Cl)cc1N1CCN(C(=O)c2cccc3c(=O)c(C)c(-c4ccccc4)oc23)CC1
 : -103%[inhibitor]	?	-22%	4%	3%	-8%	1%	-1%
